Assay outcomes as filed in PubChem.
MC4R ag barr: agonists of human melanocortin 4 receptor (MC4R) beta-arrestin; 360,000 tested, 0.98% active; AID 540308; P32245; activation, % at 8.9 µM; U2OS MC4R beta-arrestin complementation, luminescence; percent of melanotan II response, DMSO zero;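 active = activation above a per-plate cutoff, the mean activation of sample wells on that plate plus 3 SD, cut at about 8% in these data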
Target sequence (P32245 whole entry, looked up): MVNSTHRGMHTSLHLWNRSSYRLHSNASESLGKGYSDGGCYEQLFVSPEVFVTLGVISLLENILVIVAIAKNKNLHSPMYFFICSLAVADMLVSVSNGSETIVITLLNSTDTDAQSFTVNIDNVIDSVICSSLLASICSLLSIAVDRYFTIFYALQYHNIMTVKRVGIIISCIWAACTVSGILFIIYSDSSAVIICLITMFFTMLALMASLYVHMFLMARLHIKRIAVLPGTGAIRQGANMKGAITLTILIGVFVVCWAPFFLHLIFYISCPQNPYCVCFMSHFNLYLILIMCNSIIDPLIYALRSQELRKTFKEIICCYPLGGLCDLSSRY
Exocytosis inh: lytic granule exocytosis inhibition | TALL-104 LAMP-1 surface exposure, flow cytometry; cells stimulated with thapsigargin and PMA | inhibition, % at 10 µM | 360,000 tested, 0.66% active | AID 651702;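 active = inhibition above about 55%, limit read from the data; inconclusive = no clear call, values can overlap the other calls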
ABCB6 inh MLPCN: blocks the human ABCB6 transporter | fluorescence ratio to DMSO, % at 10 µM | 360,000 tested, 0.19% active | AID 602162 | K562-ABCB6 porphyrin accumulation, flow cytometry, 1 h; stronger effect = lower value;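 active = fluorescence ratio to DMSO below 75%, the collection mean minus 3 SD; inconclusive = too few cells collected in the well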;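 note: signal is porphyrin accumulated inside mitochondria; 100% equals median channel fluorescence of DMSO control wells; lower ratio means ABCB6 inhibition with less porphyrin fluorescence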
MC4R antag cAMP: antagonists of human melanocortin 4 receptor (MC4R); P32245; MC4R-expressing cells, MTII-stimulated cAMP, LANCE TR-FRET; inhibition, % at 6.5 µM; 360,000 tested, 0.48% active; AID 540295;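 active = inhibition above its plate's cutoff, the mean of tested wells on that plate plus 3 SD, cut at about 29% in these data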;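 note: 0% = Melanotan II alone and 100% = Melanotan II plus saturating MCL0020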
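System – human MC4R-expressing U2OS cells · Also added – Melanotan II · Dosing – one concentration, 6.5 µM nominal · Timing – 30-min compound, 1-h challenge, 1-h detection, room temperature · Measured by – Eu-cAMP/anti-cAMP TR-FRET, emission 671 nm · Replicates – singlicate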
CaV13 FRET inh: Primary screen for inhibitors of IQ motif and Ca2+-dependent inactivation inhibitor domain binding in CACNA1D, Förster resonance energy transfer in living cells, …; AID 743397; inhibition, % at 12.3 µM; HEK cells, CFP/YFP FRET ICDI-IQ, plate reader, 10 min; percent FRET-ratio fall versus neutral wells; 340,000 tested, 0.098% active;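 active = mean replicate inhibition of at least 30% and at least 1% of replicates passing that level; inconclusive = only one of the two criteria is met; inactive = neither criterion is met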;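 note: 0% = median of the neutral control wells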
HTR2A ag: activates the mouse 5-HT2A serotonin receptor | P35363 | CHO-K1 mHTR2A beta-arrestin complementation, luminescence; percent of 30 µM serotonin response | activation, % at 7.6 µM | 360,000 tested, 0.66% active | AID 624169;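 active = activation above a run cutoff, the mean activation of all tested compounds plus 3 SD, cut at about 14% in these data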;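 note: 0% = plate median of compound wells and 100% = 30 µM serotonin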
PDI inh: blocks human protein disulfide isomerase activity. PDI insulin aggregation turbidity, A650, 90 min. P07237. 350,000 tested, 0.052% active. inhibition, % at 10 µM;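 active = mean inhibition across replicates of 30% or more, whatever share of single replicates reach that level; inconclusive = mean inhibition below 30% while every single replicate reaches 30%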;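 note: absorbance from insulin aggregation driven by PDI reduction with DTT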
Target sequence (P07237 whole entry, looked up): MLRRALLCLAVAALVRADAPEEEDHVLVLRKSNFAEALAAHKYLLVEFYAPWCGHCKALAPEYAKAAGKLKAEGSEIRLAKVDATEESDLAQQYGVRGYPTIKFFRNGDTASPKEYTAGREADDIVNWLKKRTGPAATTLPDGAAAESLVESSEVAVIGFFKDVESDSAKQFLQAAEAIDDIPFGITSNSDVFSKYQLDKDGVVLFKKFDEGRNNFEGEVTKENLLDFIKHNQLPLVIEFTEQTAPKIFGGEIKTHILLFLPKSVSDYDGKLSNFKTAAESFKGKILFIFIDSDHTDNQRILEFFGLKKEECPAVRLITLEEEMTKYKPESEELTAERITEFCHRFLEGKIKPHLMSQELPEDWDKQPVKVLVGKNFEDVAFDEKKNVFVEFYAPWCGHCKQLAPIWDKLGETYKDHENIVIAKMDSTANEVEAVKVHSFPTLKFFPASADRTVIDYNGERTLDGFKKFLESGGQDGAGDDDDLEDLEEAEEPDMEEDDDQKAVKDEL
H9c2 protect: myocardial damage modulation in H9c2 cells; H9c2 cardiomyocytes, H2O2 injury protection, ATPLite, 2 h; protection from H2O2 cell death, % at 20 µM; 360,000 tested, 0.63% active;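 active = compounds giving at least 50% protection of heart cells from peroxide-induced death in the single-dose screen, raw or plate-pattern-corrected value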;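 note: 0% = DMSO wells with peroxide and 100% = DMSO wells without peroxide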
Glyco luc inh: N-linked glycosylation inhibition; AID 588692; 360,000 tested, 0.23% active; reporter increase, % at 12.5 µM; D54 ERlucT glycosylation luciferase reporter, 24 h; percent of 100 nM tunicamycin response;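 active = mean luciferase reporter signal, scaled so untreated is 0 and the glycosylation-blocking control 100, at or above a set limit in every replicate; inconclusive = mean reaches the limit but not every replicate does; inactive = mean below the limit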;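 note: luciferase carries N-glycosylation sites so blocking glycosylation raises the light; 0% = median of neutral control wells and 100% = median of 100 nM tunicamycin wells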
ABHD5 PLIN5 PPI: inhibitors of human ABHD5-perilipin-5 interaction | 360,000 tested, 0.78% active | Split G. princeps luciferase complementation, luminescence, 4 h | inhibition, % at 4 µM | Q00G26+Q8WTS1;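 active = inhibition above the mean inhibition across every tested compound plus 3 SD, cut at about 22% in these data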;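 note: 0% = DMSO only wells and the 100% control is not disclosed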
Starred values were filed as active, the others as inactive; ? = inconclusive; · = no result given.

structure	H9c2 protect	MC4R antag cAMP	ABHD5 PLIN5 PPI	HTR2A ag	MC4R ag barr	PDI inh	CaV13 FRET inh	ABCB6 inh MLPCN	Exocytosis inh	Glyco luc inh
CCOc1ccc(NC2CCCCC2NS(=O)(=O)c2ccccc2)cc1 (centres undefined)	0	-1	-4	0	-1.6	-6	-16	97	0	-3
Cc1ccc(NC(CC(=O)c2ccccc2)c2ccc(F)cc2)cc1 (centres undefined)	-3	5	-4	-8	0.6	3	-5	93	-3	1
N#CC(C#N)=C1C=C2C=C(N3CCOCC3)CCC2CC1 (centres undefined)	10	-7	-4	1	0.6	-3	-26	135	5	-1
O=C(CSc1nc2cc(Cl)ccc2s1)N1CCCc2ccccc21	-7	15	3	-6	-2.5	-11	-7	116	-2	-3
CC(C)Oc1ccc(CN=C(N)N=C(N)N)cc1Cl	-2	13	0	-9	-1.4	0	0	94	1	2
O=C(Nc1ccccc1N1CCOCC1)c1cccnc1	2	15	0	5	-2.4	-4	-6	98	1	4
CN(c1ccccc1)S(=O)(=O)c1ccc(NC(=S)NC(=O)c2ccccc2)cc1	-11	4	5	2	1.5	-2	-2	90	-2	1
CC(=O)Nc1ccc(NC(=O)CSc2nnc(-c3ccco3)n2Cc2ccco2)cc1	1	14	5	1	-1.8	20	-2	109	1	2
CCCOc1ccc(C2=CSC3=NCCN23)cc1	5	-3	4	1	-0.5	0	5	90	7	-3
Cc1occc1C(=O)NCCc1ccc(Cl)cc1	0	6	-2	-1	-1.7	-1	-7	102	1	-1
COc1ccc(CNC(=O)COC(=O)c2ccc(F)c(S(=O)(=O)N3CCOCC3)c2)cc1	5	14	1	1	-0.1	7	-5	96	-9	0
O=C(NCc1ccc(Cl)cc1)c1ccc(NC(=O)C2CCCO2)cc1 (centres undefined)	-4	18	1	-5	0.6	1	-4	102	1	-1
COc1ccc(N2CCN(c3ccc(NC(=O)/C=C\C(=O)O)cc3)CC2)cc1	0	-7	-2	0	-0.4	-1	-5	98	1	-1
O=C(COC(=O)c1n[nH]c(=O)c2ccccc12)Nc1ccccc1	24	-4	-2	-2	-1.3	-6	-7	101	2	0
CCCOc1ccc(N2C(=O)CC(N(O)c3ccccc3)C2=O)cc1 (centres undefined)	-8	2	-5	8	0.2	0	-6	96	-3	4
O=C(NCCCN1CCOCC1)C1CCN(S(=O)(=O)c2c(Cl)cccc2Cl)CC1	-1	9	10	-1	-2.2	-2	-11	96	0	2
Cc1cccc(NC(=O)CC2C(=O)NC3CCCCC3N2C(=O)c2ccccc2Cl)c1 (centres undefined)	7	10	-3	6	0.5	-4	-21	103	1	1
Cc1nc2nc(C)c(C)nc2nc1C	6	1	1	3	-1.1	-5	-10	99	16	1
COc1ccc(-c2[nH][nH]c(=O)c2NC(=O)c2ccccc2Br)cc1	-2	·	-33	14	·	·	-5	100	-2	0
COCCn1nnnc1CN1CCC(O)(c2cccc(C(F)(F)F)c2)CC1	4	0	-1	-1	-1.2	-3	-8	100	0	4
O=C(NC1CCCCCC1)C1CCN(C(=O)c2ccc(Br)cc2)CC1	-4	0	-4	6	-1.7	7	·	106	0	1
O=C(Cn1ccc2ccccc2c1=O)NCC(=O)N1CCCCC1	3	3	-4	-4	-0.1	-1	0	166	-6	-1
CC(C)(C)c1ccc(-c2nnc(SCC(=O)Nc3sc4c(c3C#N)CCCC4)o2)cc1	-3	6	-5	-2	0.1	1	-1	91	-5	-2
COc1ccc(NS(=O)(=O)c2cc(N)ccc2N2CCOCC2)cc1	-1	0	-1	12	1.2	1	-6	95	-9	-2
N#Cc1c(N)sc(=S)c2c1CCCC2	6	6	-12	-5	-2.5	4	-5	120	5	1
Cc1cc(C(=O)Nc2c(C)nn(Cc3ccccc3)c2C)on1	-1	-6	4	3	-0.8	-7	-7	97	7	2
CC(C)(C)c1cn(-c2ccccc2)c(=S)[nH]1	-2	4	8	-1	0.1	7	-8	98	3	1
CCOC(=O)/C(=C\c1c[nH]c2ccccc12)NC(C)=O	6	19	5	0	0.1	11	-5	105	-6	1
CCCCNC(=O)Cn1cnc2sc(C)c(S(=O)(=O)N3CCN(c4ncccn4)CC3)c2c1=O	4	-4	4	2	-2.1	4	-4	93	1	1
O=C(NC1CCCCC1)C(c1ccccn1)N(C(=O)c1csnn1)c1ccccc1F (centres undefined)	-2	3	0	5	-0.8	1	-4	103	-5	1
O=[N+]([O-])c1cc([N+](=O)[O-])c(Oc2cccnc2Br)cc1NN1CCCCC1	-1	-18	-1	4	0.3	-20	-8	92	12	0
Cc1cc(C)cc(-n2ncc3c2CCCC3NC(=O)CN2CCCCC2=O)c1 (centres undefined)	0	2	-1	3	-0.4	3	-5	94	5	-1
CNC(=S)N1CCc2cc(OC)c(OC)cc2C1	1	5	2	-1	-1.6	3	-6	93	-8	4
CCC1CCCCN1C(=O)c1nn2cccnc2c1Cl (centres undefined)	13	-1	5	5	2.4	2	-1	97	?	0
Cc1cc(C)n(Cc2ccc(NC(=O)c3ccc(COc4ccccc4Br)cc3)cc2)n1	-4	-2	-1	3	0.3	-1	-8	100	18	-5
Cc1cccc(C)c1NC(=O)c1ccc(-n2cncn2)nc1	18	4	-1	-4	-0.4	15	-5	101	2	1
Cc1cc(C)nc(N2CCC(C(=O)NNC(=O)c3ccc(Cl)cc3)CC2)n1	-1	5	-9	-2	-1.2	0	3	99	-3	-1
O=c1c2ccccc2cnn1Cc1n[nH]c(=S)n1-c1ccc(F)cc1	-1	-1	0	4	-0.2	-6	-3	102	2	-3
CCOCCCn1c(SCC(=O)NC(C)(C)C)nc2ccccc2c1=O	6	9	5	2	1.0	7	·	95	-4	-2
Cc1ccnc(N2C(=O)c3cccc4c([N+](=O)[O-])ccc(c34)C2=O)c1	-25	9	0	6	-3.9	-1	-7	177	77*	1
CC1CN(C(=O)C2CC2)C(C)CN1C(=O)C1CC1 (centres undefined)	2	2	-10	3	-2.2	-7	-3	104	-4	3
CC1CCCCN1c1nnc(NC(=O)c2cc(-c3ccc(Br)cc3)on2)s1 (centres undefined)	-14	-4	-5	1	1.1	·	-1	99	0	1
O=C(COC(=O)c1ccccc1)Nc1cccc(S(=O)(=O)NC2=NCCCCC2)c1	5	20	2	1	1.7	-3	-15	90	-4	8
NC(=O)COC(=O)Cc1coc2cc3c(cc12)CCC3	0	19	1	-1	2.3	7	-11	99	-3	3
Cc1ccccc1S(=O)(=O)NC(=O)C1(C)CCN1C(=O)Cc1ccc(C(C)(C)C)cc1 (centres undefined)	5	6	14	2	-1.9	-3	-7	97	-7	1
Cn1nnnc1SCC(=O)Nc1ccc(Oc2ccc(Cl)cc2)cc1	-5	5	4	-4	5.7	-4	-8	102	0	-3
COc1ccc(NC(=O)c2ccccc2)c([N+](=O)[O-])c1	0	-4	15	5	1.2	-9	·	100	-1	1
NC(=O)C(c1ccc(Sc2ccccc2)nn1)c1ccc(Cl)cc1Cl (centres undefined)	-23	2	0	1	-3.6	26	-5	102	-5	0
COc1ccc(/C=C/C(=O)OCC(=O)c2ccc(S(=O)(=O)N3CCCCC3)cc2)cc1OC	-1	0	-8	-1	8.0	5	-17	101	6	-2
CSc1nc(NC(C)(C)C)nc(Oc2ccc(=O)n(C)n2)n1	-6	7	-3	1	0.5	-4	5	102	-2	1
O=[N+]([O-])c1ccccc1CNCCO	2	12	-6	2	-2.1	7	-5	106	-1	2
O=C(Nc1cccc2ccccc12)/C(=C\c1cccc([N+](=O)[O-])c1)NC(=O)c1cccs1	1	7	-3	6	-2.4	-6	-3	99	-2	-2
Cc1ccc(CN2CC(C(=O)NCCCSc3ccccc3)CC2=O)cc1 (centres undefined)	-4	5	6	-9	-2.3	6	·	104	-3	-1
O=C(CSc1nncc2ccccc12)Nc1cccc(C(=O)O)c1	4	7	-7	3	0.7	-2	-3	100	0	1
O=C(NCc1cccnc1)C(=O)N/N=C/c1ccc([N+](=O)[O-])cc1	-5	-2	-2	0	-2.1	-7	-4	90	1	5
Cc1cc2c(c(N)n1)c(=O)oc1ccccc12	11	1	12	0	0.0	-2	·	97	0	4

Outcome played no part in choosing rows; overall some 4.2% were active at least once.
